# M1 ag parental: counter-screen for M1 agonists: effect in parental CHO-K1 cells; Fluo-8 calcium fluorescence; scaled to maximal ATP response, vehicle zero; activation, % at 3 µM; 360,000 compounds, 0.48% hits; in the data active means activation above about 15%;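 further: untransfected CHO-K1 host cells lacking M1 receptor as counterscreen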
# CHRM1 antagonist: human CHRM1 antagonism. P11229. CHO-K1 hM1, Fluo-8 calcium fluorescence, ACh EC80 antagonist. inhibition, % at 3 µM. 360,000 compounds, 1.3% hits;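 active means percent inhibition above its own plate's cutoff, namely the mean of that plate's compound wells plus 3 SD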;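 further: peak over basal fluorescence ratio during 140 s after agonist addition; 0% = ACh EC80 plus DMSO and 100% = DMSO alone without agonist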
# CHRM4 antagonist: antagonists of human muscarinic M4 receptor (CHRM4) | P08173 | CHO-hM4 cells, ACh EC80, Fluo-8 calcium fluorescence | inhibition, % at 3 µM | 360,000 compounds, 0.73% hits | AID 624125;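 active means inhibition above its plate's cutoff, the mean inhibition of sample wells plus 3 SD, cut at about 27% in these data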;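 further: 0% = acetylcholine EC80 with DMSO and 100% = DMSO without agonist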
# Target sequence (P08173 whole entry, looked up): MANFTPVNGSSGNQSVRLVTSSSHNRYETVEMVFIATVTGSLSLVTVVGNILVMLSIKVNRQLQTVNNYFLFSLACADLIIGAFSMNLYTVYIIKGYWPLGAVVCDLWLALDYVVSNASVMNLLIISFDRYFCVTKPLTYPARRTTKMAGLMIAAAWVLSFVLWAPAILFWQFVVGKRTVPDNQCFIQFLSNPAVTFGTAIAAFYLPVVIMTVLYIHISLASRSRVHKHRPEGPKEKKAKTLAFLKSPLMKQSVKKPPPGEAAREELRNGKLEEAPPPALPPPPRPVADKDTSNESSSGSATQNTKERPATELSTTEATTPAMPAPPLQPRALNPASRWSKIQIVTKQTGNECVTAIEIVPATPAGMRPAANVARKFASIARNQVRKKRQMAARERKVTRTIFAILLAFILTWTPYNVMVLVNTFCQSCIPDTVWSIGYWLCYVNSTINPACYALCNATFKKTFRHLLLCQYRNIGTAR
# CHRM4 agonist: CHRM4 agonism in calcium assay; AID 624127; P08173; activation, % at 3 µM; CHO-K1 hM4/Gqi5, Fluo-8 calcium fluorescence; vehicle 0%, full acetylcholine response 100%; 360,000 compounds, 0.14% hits;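 active means activation above the run mean over all test wells plus 3 SD, cut at about 32% in these data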;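 further: peak over basal fluorescence ratio per well then scaled between controls; 0% = DMSO wells and 100% = acetylcholine at EC100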
# CHRM1 agonist: activates human CHRM1 receptor. P11229. CHO-K1 hM1, Fluo-8 calcium fluorescence, agonist mode; 0% DMSO, 100% acetylcholine EC100. activation, % at 3 µM. 360,000 compounds, 0.33% hits. AID 588814;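 active means activation above the run's mean compound activation plus 3 SD, cut at about 16% in these data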;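 further: peak over basal fluorescence ratio within a 140 s kinetic read after compound addition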
# M1 PAM: positive allosteric modulators of human M1 muscarinic receptor. 360,000 compounds, 0.088% hits. CHO-K1 hM1, Fluo-8 calcium fluorescence, ACh EC20; 0% = ACh EC20, 100% = maximal ACh. P11229. activation, % at 3 µM; in the data active means activation above about 19%, passing the limit was not always enough
# CHO-K1 Ca antag: M1 antagonist counterscreen hit in parental CHO-K1 cells; inhibition, % at 3 µM; ATP-induced calcium, Fluo-8 fluorescence; AID 602250; 360,000 compounds, 0.6% hits;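 active means inhibition above a per-plate cutoff, the plate's mean sample inhibition plus 3 SD, cut at about 24% in these data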;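 further: 0% = DMSO plus EC80 ATP and 100% = DMSO alone without ATP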
# OXTR potentiate: potentiates the human oxytocin receptor response; CHO-OTR cells, Fluo-8 calcium fluorescence, potentiator mode; 0% = oxytocin EC15, 100% = EC100; activation, % at 3 µM; 320,000 compounds, 0.061% hits;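 active means activation above that plate's cutoff, the mean activation of tested compounds plus 3 SD, cut at about 6.6% in these data, passing the limit was not always enough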;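 further: 100% uses oxytocin at 75 nM as the full agonist control; some results filed as inactive read as strong as hits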
# Target sequence (P30559 whole entry, looked up): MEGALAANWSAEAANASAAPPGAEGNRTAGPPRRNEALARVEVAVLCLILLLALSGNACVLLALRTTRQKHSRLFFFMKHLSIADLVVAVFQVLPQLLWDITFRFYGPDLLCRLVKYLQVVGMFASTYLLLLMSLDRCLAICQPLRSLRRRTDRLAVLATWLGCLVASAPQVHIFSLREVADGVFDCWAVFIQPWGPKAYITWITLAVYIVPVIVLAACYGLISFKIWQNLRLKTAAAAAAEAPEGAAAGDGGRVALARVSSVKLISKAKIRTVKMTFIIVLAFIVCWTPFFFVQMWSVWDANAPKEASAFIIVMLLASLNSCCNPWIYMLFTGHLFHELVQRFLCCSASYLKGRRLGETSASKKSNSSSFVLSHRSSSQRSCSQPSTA
#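 assay system = CHO-OTR cells, human receptor | schedule = compound 6 min at room temperature before oxytocin, 100 s read | detection = Fluo-8 intracellular calcium fluorescence, ex 470-495, em 515-575 nm | evaluation = normalized max/min fluorescence ratio, % activation | control set = EC15 oxytocin alone as 0%, 75 nM oxytocin (EC100) as 100%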
# CHO parental Ca: signal in parental CHO cells, OX1R antagonist counter-screen; parental CHO-K1, ATP-induced calcium, Fluo-8 fluorescence; inhibition, % at 5.6 µM; 330,000 compounds, 0.63% hits;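 active means inhibition above that plate's mean sample inhibition plus 3 SD, cut at about 26% in these data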;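 further: 0% = ATP-challenged DMSO wells and 100% = DMSO wells without ATP; some compounds past the cut are filed as inactive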
#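 Assay system: parental CHO cells; Read-out basis: percent inhibition of ATP-evoked calcium rise, normalized to controls; Benchmarks: ATP and no-ATP DMSO wells; Compound dosing: single nominal dose of 5.6 µM per compound; Signal: Fluo-8 calcium dye fluorescence; Also added: ATP as calcium-mobilizing challenge; Repeats: singlicate.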
# Numbers without * were called inactive; · = not tested or not shown.
No.	mol	CHRM4 agonist	CHO parental Ca	CHRM1 antagonist	M1 PAM	CHRM1 agonist	OXTR potentiate	CHRM4 antagonist	CHO-K1 Ca antag	M1 ag parental
1	CCN1CCN(S(=O)(=O)c2cccc3nsnc23)CC1	0.8	-2.2	-15.1	11.4	-6.4	-2.0	-13.3	-10.1	-0.4
2	O=C(c1cnn2c(C(F)F)cc(-c3ccccc3)nc12)N1CCSCC1	1.4	-11.1	11.9	2.5	-2.3	-0.7	2.8	-2.1	0.0
3	O=S(NC1CCCCC1)C12CC3CC(CC(C3)C1)C2 (stereo not given)	-0.8	-8.8	-0.8	3.4	-5.5	-8.9	11.7	-2.7	2.5
4	CN(C)C(=O)N1CCc2ccc([N+](=O)[O-])cc21	0.5	·	-11.0	4.7	-1.4	·	-16.9	-14.2	0.9
5	C=C(C)c1cccc(C(C)(C)NC(=O)NC(c2ccccc2)c2ccc(OC)cc2)c1 (stereo not given)	-0.6	-25.7	-12.3	10.2	-10.9	-10.6	-1.6	-11.3	0.4
6	CC1CCN(S(=O)(=O)c2cc(C(=O)N3CCN(c4ncccn4)CC3)ccc2Br)CC1	11.5	-34.5	7.8	6.1	-7.5	-5.0	2.3	-2.0	7.7
7	CCc1ccc2[nH]c(=O)c(CN(Cc3ccccc3OC)Cc3nnnn3Cc3ccco3)cc2c1	0.7	-21.2	5.4	11.8	-1.6	-22.6	3.9	-4.3	-0.4
8	Cc1cccc(NC(=O)CSc2nnc(CNC(=O)c3ccc(S(=O)(=O)N(C)C)cc3)n2-c2cccc(C)c2)c1	-0.6	-27.6	0.3	3.1	-8.6	-1.5	11.2	-6.8	0.4
9	Cc1ccccc1S(=O)(=O)Cc1ccc(C(=O)NC2CCC(C)CC2)o1 (stereo not given)	1.7	-6.1	-1.7	0.4	-2.8	-5.6	-5.3	-7.5	0.8
10	CCCCCCCCOc1ccc(C(=O)O)cc1	1.6	-14.2	3.0	14.0	13.9	-6.5	1.6	-11.9	0.5
11	Fc1ccccc1CNCc1ccc2c(c1)OCO2	0.6	-1.9	-5.6	1.3	-6.3	1.7	3.7	-6.7	0.6
12	COc1ccccc1/C=N/NC(=O)c1cccc(NC(=O)c2ccccc2Cl)c1	12.2	-15.3	6.9	-6.8	0.9	-4.0	2.3	19.8	2.9
13	CCCCC(=O)Nc1ccc(NC(=O)c2ccccc2OC)cn1	4.8	-0.3	-3.3	4.6	-2.5	-6.7	4.1	-5.9	1.1
14	CSCCC(NC(=O)COc1ccccc1)C(=O)N1CCN(c2ccccc2)CC1 (stereo not given)	17.7	-21.9	21.6	-9.4	-1.7	-7.3	6.7	-2.2	4.8
15	CC1=C(C(=O)Nc2ccccc2C(=O)NCCCOC(C)C)SCCO1	3.0	-20.3	-9.4	5.2	-2.3	-4.3	-7.7	-0.9	2.0
16	Cc1cc(C)c(C(=O)CN2C(=O)NC3(CCCCCC3)C2=O)cc1C	0.8	-13.1	3.8	-14.0	-15.3	-10.9	-3.5	-3.7	0.2
17	Cc1cc(=O)[nH]c(SCc2cc(=O)n3nc(C)sc3n2)n1	0.8	4.8	-9.2	11.4	-1.3	5.0	-5.2	1.4	0.1
18	Cn1c(=O)c(C(=O)c2ccccc2)c(O)c2ccccc21	-0.8	-6.5	1.0	5.3	-0.7	8.3	7.1	19.2	-0.4
19	COc1ccc(NC(=O)CSc2nnnn2C2CC3C=CC2C3)cc1 (stereo not given)	1.9	-20.1	-5.6	4.3	-4.9	-1.8	-12.6	-12.3	2.7
20	CS(=O)(=O)c1ccc(C(=O)NCC2(N3CCOCC3)CCCCC2)cc1	1.0	-15.0	11.9	-7.7	-3.5	3.6	-9.3	-19.0	1.9

# Other results follow.
No.	mol	CHRM4 agonist	CHO parental Ca	CHRM1 antagonist	M1 PAM	CHRM1 agonist	OXTR potentiate	CHRM4 antagonist	CHO-K1 Ca antag	M1 ag parental
21	Cc1ccc(S(=O)(=O)c2nc(Nc3ccccc3N3CCOCC3)sc2Cl)cc1	0.4	-35.1	10.7	-8.1	-5.1	-6.3	5.2	-4.2	0.2
22	COC(=O)c1ccc(C2C(Oc3ccccc3C)C(=O)N2CCc2ccc(OC)c(OC)c2)cc1 (stereo not given)	6.4	-10.6	12.5	-5.5	3.4	-20.2	17.4	-3.6	2.3
23	COc1cc(NC(=O)CCn2c(=O)[nH]c3ccsc3c2=O)cc(OC)c1	4.0	-4.9	1.6	-2.9	-3.3	-1.2	-2.4	-8.5	0.8
24	O=C(Nc1cccc(S(=O)(=O)NC2=NCCC2)c1)c1ccc(F)cc1	-0.1	-12.9	-0.1	-3.5	-4.6	-0.8	2.7	-10.4	0.6
25	CCCCC1=CC2=C(c3ccco3)C(=O)C(C)(OC(=O)c3ccc(OC)cc3)C(=O)C2=CN1Cc1ccccc1 (stereo not given)	4.4	3.5	-3.1	3.8	-3.3	-6.6	-17.4	-5.9	0.3
26	O=C(CN1c2cccc3cccc(c23)S1(=O)=O)Nc1ccc(F)c(F)c1F	6.7	-15.3	-10.4	2.0	-0.2	-1.6	-19.1	-6.7	1.4
27	Cc1ccc2c(c1)N(CC(=O)NC1CCCCC1C)C(=O)CO2 (stereo not given)	-0.3	-14.1	-5.2	4.9	-5.5	5.9	8.6	-11.6	0.4
28	COc1ccccc1N1CCN(C(=O)c2cc(-c3ccc(F)cc3)on2)CC1	-0.2	-2.4	-15.9	15.0	-0.6	0.9	3.1	-6.7	0.2
29	O=C(C1CCN(C2CCN(Cc3ccc4c(c3)CCO4)CC2)CC1)N1CCOCC1	0.4	-8.8	3.9	2.0	-8.6	-5.0	5.0	-10.3	1.2
30	CC1=CC2=NC(=O)C(c3ccccc3)C(=O)N2C=C1 (stereo not given)	0.6	·	-6.9	5.2	-0.2	·	-1.1	-1.9	-0.1
31	O=C(NC1CCN(Cc2cccc([N+](=O)[O-])c2)CC1)c1ccccc1	0.3	-17.7	17.2	-5.5	-11.4	-10.1	2.9	14.0	-0.1
32	CC(=O)C(C(C)=O)C1(O)C(=O)c2ccccc2C1=O	0.7	-0.5	-0.2	-1.7	-5.0	-8.2	-27.6	-4.7	0.2
33	Cn1nccc1C(=O)Nc1ccc(S(=O)(=O)N2CCCC2)cc1	1.1	12.9	-1.0	3.3	-1.9	-6.0	-1.4	6.4	0.6
34	CCOC(=O)C1=C(CC)Nc2ccccc2N/C1=N\S(=O)(=O)c1ccc2ccccc2c1	3.3	-5.0	-16.3	6.8	-2.9	-8.9	0.7	-9.9	3.6
35	O=C1/C(=C/c2cccc(Cl)c2)CSc2sccc21	-1.7	-12.5	-16.0	11.4	-1.2	-3.0	-11.4	-4.7	0.6
36	c1ccc(Cn2c(CNc3nc4ccccc4n3CCN3CCCCC3)nc3ccccc32)cc1	3.3	-40.1	-7.5	-1.8	-4.5	-1.8	-0.9	-18.5	0.7
37	O=C(CN(CCO)Cc1ccccc1)N1CCN(S(=O)(=O)c2ccccc2)CC1	0.3	·	-5.8	4.6	-8.2	·	1.2	-10.3	0.6
38	COc1cc(OC)cc(-c2oc(=O)c3cc(OC)c(OC)cc3c2/C=C/c2ccc(F)cc2)c1	2.5	-27.5	-3.9	2.6	-4.6	0.6	4.3	9.2	-0.4
39	CC(C)c1cccc(C(C)C)c1NC(=O)CN1C(=O)NC2(CCCCCCC2)C1=O	-0.1	-14.5	-10.4	10.4	-0.9	0.6	-6.1	-5.5	-0.7
40	O=C(COc1ccc(Cl)cc1)NCc1ccccc1	0.7	-3.5	-16.5	10.4	-4.7	0.0	-7.4	-11.9	1.7

# (list continues)
No.	mol	CHRM4 agonist	CHO parental Ca	CHRM1 antagonist	M1 PAM	CHRM1 agonist	OXTR potentiate	CHRM4 antagonist	CHO-K1 Ca antag	M1 ag parental
41	O=C(N1CCOCC1)C(F)(F)C(=O)N1CCOCC1	0.5	-7.2	-22.9	12.1	0.4	0.5	-10.7	-11.3	0.1
42	O=C1NCC(COc2ccc(Cl)cc2)O1 (stereo not given)	-0.3	-7.7	0.4	2.0	-2.0	0.1	3.8	-4.6	0.5
43	O=C(C1CCC1)N1CCN(S(=O)(=O)c2cc(F)ccc2F)CC1	0.8	·	-4.3	4.0	-5.1	·	-8.7	0.2	0.0
44	O=C(COC(=O)c1ncc(Cl)c(Cl)c1Cl)Nc1cccnc1Cl	0.3	-15.1	-1.2	8.4	2.6	1.9	-2.4	9.6	-0.3
45	Cc1csc(NC(=O)CSc2nc(=O)n(CCCN(C)C)c3c2CCC3)n1	0.4	-1.1	-2.2	-3.2	-7.9	1.2	-8.3	-8.7	2.4
46	CCOC(=O)C1CCN(C(=O)CN(C)S(=O)(=O)c2cc(C)ccc2OC)CC1	0.5	-13.5	-0.3	8.6	3.8	-4.8	-1.8	2.1	-0.5
47	C/C(=N\NC(=O)c1csc(C)c1C)c1ccco1	2.8	-5.4	-5.6	3.0	6.7	-12.0	0.4	-0.7	0.8
48	COC(=O)c1ccc(CNC(=O)c2coc3ccccc3c2=O)cc1	1.5	-16.7	-5.6	2.8	-3.5	-4.3	1.8	-9.9	0.4
49	CNC(=O)/C(C#N)=C/c1c(N2CCN(c3cccc(Cl)c3)CC2)nc2c(C)cccn2c1=O	1.4	-24.9	10.2	9.9	-2.6	-14.5	3.0	1.2	1.3
50	Cc1cc2ncn(CC(O)COC3CCCCC3)c2cc1C (stereo not given)	4.2	-14.3	-8.2	8.7	0.1	-27.5	-1.4	0.4	2.1
51	Cc1ccc(NC(=O)Cn2nc(C)c(S(=O)(=O)N(C)C)c2C)cc1	2.5	-15.8	8.5	-3.8	0.2	-4.0	15.3	-12.8	1.9
52	CCNc1nnc(CSc2nc3ccccc3s2)s1	2.2	-8.8	6.4	-0.2	-1.8	-1.4	1.2	2.7	0.9
53	O=C(Cn1cc(C(F)(F)F)ccc1=O)NCC1CCCO1 (stereo not given)	0.6	-9.5	-9.0	6.2	-1.8	7.7	6.0	-10.5	0.2
54	O=C(O)c1cnc(-c2ccccc2)nc1C(F)(F)F	2.3	-9.1	-6.2	7.8	-3.4	-5.3	-8.4	12.4	-0.4
55	CCCn1c(=O)c(C(=O)NNS(=O)(=O)c2ccc(NC(=O)OC)cc2)c(O)c2ccccc21	0.1	-4.3	4.3	0.3	-4.7	-1.9	10.2	-4.6	0.3
56	Cn1c(N=NC(=O)c2ccccc2)c(O)c2ccccc21	3.0	-23.2	-5.1	6.9	-7.8	6.5	-9.2	-4.2	0.7
57	Clc1ccc(-c2noc(CN(Cc3ccccn3)CC3CCCO3)n2)cc1 (stereo not given)	2.2	-0.6	0.6	-1.8	-5.3	-7.0	-0.7	-7.7	1.3
58	O=C(/C=C/c1ccco1)N(c1ccccn1)c1ccccn1	-0.1	-16.2	0.5	5.4	-2.5	-7.7	2.4	-11.8	0.4
59	Cc1ccc(C2CC(c3cccc(Br)c3)n3nc(N)nc3N2)cc1 (stereo not given)	6.5	-15.8	-4.5	1.5	-0.1	-3.7	-4.6	-0.1	1.2

# Compound activity as filed in PubChem.
